# Lipid droplet: modulators of hepatic lipid droplet formation; AML12 mouse hepatocytes, oleate lipid droplets, BODIPY imaging; inhibition, % at 6.5 µM; hit rate 0.4% among 240,000;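 active = lipid droplet intensity inhibited by at least 50%, with more than 500 cells counted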
#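 Assay system: AML12 hepatocytes (mouse); Probe or stimulus: oleic acid at 100 µM to induce lipid droplet formation; Dosing: compound at 6.5 µM only; Schedule: compound with oleate, overnight; Detection: fluorescence imaging, 20x objective, two fields per well; Measure: % inhibition of lipid droplet signal.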
# NOD2 inhibition: inhibition of NOD2-driven NF-kB reporter – cell-based, luminescence, uHTS, HEK293 (AID 1566). HEK293 NOD2/NF-kB luciferase reporter, luminescence; higher % means a stronger effect. inhibition, % at 4 µM; hits with a dose series show EC50 in µM. hit rate 0.63% among 290,000; in the data active = inhibition above about 50%; note: many of its hits are not listed in these tables
# Lipid droplet cells 6.5 µM: further read-out of Lipid droplet, marked with its call; cell count; measured here: cell count, cytotoxicity flag;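 cells counted across two imaged fields per well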
# Numbers without * were called inactive. Only part of the results is shown; rates above refer to the full screens.
# Start of the data: the first six compounds (preview)
SMILES,Lipid droplet,Lipid droplet cells 6.5 µM,NOD2 inhibition
CC(C)(C)NC(=O)Cn1c(SCC(=O)NC2CC2)nc2ccccc21,-70,688,-36%
Cc1cc2[nH]c(=O)c(=O)[nH]c2cc1S(=O)(=O)Nc1cccc(C)c1C,0,722,4%
O=C(O)c1ccc(Nc2ccc(Cl)c(Cl)c2)c([N+](=O)[O-])c1,2,800,29%
Cc1cc(-n2c(=S)sc3c(=O)n(-c4ccc(F)cc4)c(SCC(=O)O)nc32)ccc1Cl,11,816,24%
Cc1nc2cc(NC(=O)Nc3cccc([N+](=O)[O-])c3)ccc2n1C,-1,794,-132%
CCCCCCCCCCOC(=O)Cn1c(COc2ccc(C)cc2)[n+](C)c2ccccc21,-65,627,16%

# All compounds of this part, previewed entries included:
SMILES,Lipid droplet,Lipid droplet cells 6.5 µM,NOD2 inhibition
CC(C)(C)NC(=O)Cn1c(SCC(=O)NC2CC2)nc2ccccc21,-70,688,-36%
Cc1cc2[nH]c(=O)c(=O)[nH]c2cc1S(=O)(=O)Nc1cccc(C)c1C,0,722,4%
O=C(O)c1ccc(Nc2ccc(Cl)c(Cl)c2)c([N+](=O)[O-])c1,2,800,29%
Cc1cc(-n2c(=S)sc3c(=O)n(-c4ccc(F)cc4)c(SCC(=O)O)nc32)ccc1Cl,11,816,24%
Cc1nc2cc(NC(=O)Nc3cccc([N+](=O)[O-])c3)ccc2n1C,-1,794,-132%
CCCCCCCCCCOC(=O)Cn1c(COc2ccc(C)cc2)[n+](C)c2ccccc21,-65,627,16%
COc1cc2cc[n+](Cc3ccc([N+](=O)[O-])cc3)cc2cc1OC,7,849,-20%
CCCN1CC(=O)N2C(c3cccc(OC)c3OC)c3[nH]c4ccccc4c3C[C@H]2C1=O (some centres not stated),-8,866,37%
CC(C)CCNC(=O)c1cc2c(=O)[nH]c3ccccc3c2s1,-40,488,10%
Cc1ccc(S(=O)(=O)N2CCC(NC(=O)c3cccnc3)CC2)cc1Cl,-3,822,-3%
O=C(CSc1nnc(CNC(=O)c2cccs2)o1)Nc1ccccc1F,-2,677,4%
COc1cc(OC)cc(C(=O)Nc2ccccc2C(=O)NCc2cccnc2)c1,-10,801,3%
COc1ccc(OC)c(C2C(C(=O)c3cccs3)=C(O)C(=O)N2CCN2CCOCC2)c1 (configuration not stated),-28,808,-9%
COc1ccccc1C(=O)NCCC(=O)N1CCCCC1,-8,727,3%
COc1ccc(OC(=O)N2CCOCC2)cc1,-1,855,4%
COc1ccc(Cl)cc1S(=O)(=O)NCc1ccncc1,-14,840,16%
Cc1ccc(NC(=O)CSc2nnc(C)c(=O)n2N)cc1Cl,63*,725*,11%
Cc1ccc(CN(C)S(=O)(=O)c2c(C)noc2/C=C/N(C)C)cc1,8,793,3%
CCC1CCCCN1CCCNC(=O)C1CCN(c2ncnc3c2nc2n3CCCCC2)CC1 (configuration not stated),-18,722,-7%
COc1ccccc1-c1coc2c(CN3CCOCC3)c(O)ccc2c1=O,-6,771,1%
Cc1cc(NS(=O)(=O)c2ccc(NC(=O)CCCOc3ccccc3C)cc2)no1,10,789,16%
COc1ccc(OCC(=O)N(Cc2ccc(C)o2)C2CCS(=O)(=O)C2)cc1 (configuration not stated),6,705,-13%
COc1ccc(C)cc1NC(=O)CCN1CCN(C/C=C/c2ccccc2)CC1,-20,759,12%
COc1cc(OC)cc(C(=O)NC2CCCCCCC2)c1,-5,833,-2%
COc1ccc(C(=O)Nc2nnc(C3=COCCO3)o2)cc1OC,20,879,10%

# Arranged by number of heavy atoms (ascending): part of the list above.
SMILES,Lipid droplet,Lipid droplet cells 6.5 µM,NOD2 inhibition
COc1ccc(OC(=O)N2CCOCC2)cc1,-1,855,4%
COc1cc(OC)cc(C(=O)NC2CCCCCCC2)c1,-5,833,-2%
COc1cc2cc[n+](Cc3ccc([N+](=O)[O-])cc3)cc2cc1OC,7,849,-20%
COc1ccccc1-c1coc2c(CN3CCOCC3)c(O)ccc2c1=O,-6,771,1%
CCCCCCCCCCOC(=O)Cn1c(COc2ccc(C)cc2)[n+](C)c2ccccc21,-65,627,16%

# Look-ups from the list.
# In NOD2 inhibition, COc1ccc(OCC(=O)N(Cc2ccc(C)o2)C2CCS(=O)(=O)C2)cc1 (configuration not stated) has -13%
# In Lipid droplet cells 6.5 µM, Cc1cc(-n2c(=S)sc3c(=O)n(-c4ccc(F)cc4)c(SCC(=O)O)nc32)ccc1Cl has 816
# In Lipid droplet, CC(C)(C)NC(=O)Cn1c(SCC(=O)NC2CC2)nc2ccccc21 has -70
# In Lipid droplet cells 6.5 µM, COc1ccccc1-c1coc2c(CN3CCOCC3)c(O)ccc2c1=O has 771
# In Lipid droplet cells 6.5 µM, COc1cc2cc[n+](Cc3ccc([N+](=O)[O-])cc3)cc2cc1OC has 849

# Remaining list, next part.
SMILES,Lipid droplet,Lipid droplet cells 6.5 µM,NOD2 inhibition
O=c1onc(-c2c(F)cccc2F)n1-c1ccccc1Cl,11,423,-139%
COc1ccc(CNC(=O)OCc2nccnc2C(=O)Nc2ccc(Br)cn2)cc1,2,709,16%
Cc1cccc(/C=C2\Sc3ccc(C(=O)N4CCC(C)CC4)cc3N(C)C2=O)c1,-18,675,13%
CCC(=O)N(CCc1ccccc1)Cc1cc2ccc(OC)cc2[nH]c1=O,-15,391,-8%
COc1ccc(NC(=O)c2cn(C)c(=O)c3cc(OC)c(OC)cc23)c(OC)c1,18,861,22%
O=C(NCCCNC(=O)c1ccc(Cl)cc1Cl)c1ccco1,9,784,3%
Cc1ccc(S(=O)(=O)NNC(=O)c2ccccc2-n2cccc2)cc1,-9,837,-5%
CCOC(=O)CSc1nc2c(sc(=S)n2-c2ccccc2)c(=O)n1-c1ccc(OC)cc1OC,3,800,21%
C/C(=N\NC(=O)c1nnn(-c2nonc2N)c1-c1ccc2c(c1)OCO2)c1ccc(C)cc1,-2,733,-40%
O=C(NC1CCCC1)c1ccc2c(c1)N(Cc1ccccc1)CCS2,-19,736,8%
Cc1cccc(-c2sc(Nc3ccccc3)n[n+]2-c2ccc(F)cc2)c1,0,827,4%
Cc1nc2ccccc2c(=O)n1Cc1ccc([N+](=O)[O-])cc1,-1,805,3%
CSc1cccc(NC(=O)C2CCN(S(=O)(=O)c3cnc[nH]3)CC2)c1,-13,651,3%
CC(=O)Nc1ccc(NC(=O)CC2SC(=O)N(CC(=O)c3ccccc3)C2=O)cc1 (configuration not stated),-10,775,-1%
O=C(NC(=S)Nc1ccc(Cl)c(C(=O)O)c1)c1ccc(OCc2ccccc2)cc1,0,820,12%
CC1Cc2ccccc2N1C(=O)CCn1cccn1 (configuration not stated),9,783,-27%
CCn1cc(S(=O)(=O)NCc2ccc3c(c2)OCO3)cn1,4,670,-3%
Cc1ccc(C(=O)N/N=C\c2cccnc2)s1,4,728,-31%
Cc1ccc(-c2csc(N3CCN(CCCn4c(C(F)(F)F)nc5ccccc54)CC3)n2)cc1,1,762,20%
C#Cc1cccc(NC(=O)Cc2cccs2)c1,1,827,3%
Cc1c(C(=O)Nc2ccc3c(c2)OCCO3)cnn1C,-5,674,16%
NC(=O)c1c(NC(=O)c2ccc(F)cc2)sc2c1CCC2,8,829,-73%
Cn1c(C(=O)N2CCOCC2)cc2c(=O)n3ccccc3nc21,-7,677,-2%
COC(=O)c1ccc(Cn2cnc3cnccc32)cc1,5,806,9%
OCCC1CN(CC#Cc2ccccc2)CCN1Cc1ccccc1F (configuration not stated),0,813,-10%
# The listing continues:
SMILES,Lipid droplet,Lipid droplet cells 6.5 µM,NOD2 inhibition
COc1ccc(OC)c(/C=N/NC(=O)C(O)c2ccccc2)c1 (configuration not stated),1,833,9%
O=C1[C@H]2[C@@H](c3ccc(F)cc3)N3C(=O)N(c4cccc(Br)c4)C(=O)[C@@]3(Cc3ccc(Cl)cc3)[C@H]2C(=O)N1C1CCCCC1,0,792,-10%
CCSc1ncc(Cl)c(C(=O)Nc2ccccc2OC)n1,-1,838,2%
CC(=O)N1c2ccc(S(=O)(=O)N3CCC(C(=O)Nc4ccccn4)CC3)cc2CC1C (configuration not stated),0,715,6%
COc1cc(-c2nnn(Cc3ccccc3C)n2)cc(OC)c1OC,-5,809,10%
CCOc1ccc(S(=O)(=O)n2cc(F)c(=O)[nH]c2=O)cc1[N+](=O)[O-],-4,688,-18%
O=C(Cc1ccc(Cl)cc1)N1CCOCC1,3,818,7%
O=C(c1ccccc1)N1N=C(c2ccccc2O)CC1c1ccccc1 (configuration not stated),2,829,8%
COCCn1nnnc1C(c1ccc(Cl)cc1)N1CCN(C(=O)c2ccco2)CC1 (configuration not stated),-8,836,10%
CCCC(=O)NC(c1ccccc1)c1c(O)ccc2ccccc12 (configuration not stated),-2,862,10%

# Results in Lipid droplet, for 7 of the compounds above:
Molecule,Lipid droplet
CCSc1ncc(Cl)c(C(=O)Nc2ccccc2OC)n1,-1
CC(=O)N1c2ccc(S(=O)(=O)N3CCC(C(=O)Nc4ccccn4)CC3)cc2CC1C (configuration not stated),0
COc1cc(-c2nnn(Cc3ccccc3C)n2)cc(OC)c1OC,-5
CCOc1ccc(S(=O)(=O)n2cc(F)c(=O)[nH]c2=O)cc1[N+](=O)[O-],-4
O=C(Cc1ccc(Cl)cc1)N1CCOCC1,3
O=C(c1ccccc1)N1N=C(c2ccccc2O)CC1c1ccccc1 (configuration not stated),2
COCCn1nnnc1C(c1ccc(Cl)cc1)N1CCN(C(=O)c2ccco2)CC1 (configuration not stated),-8

# Screens deposited in PubChem by Sanford-Burnham Center for Chemical Genomics.
